HTT aggregate – qHTS Multiplex Assay to Identify Dual Action Probes in a Cell Model of Huntington: Aggregate Formation (GFP). PC12 HttQ103-GFP aggregates, Acumen cytometry, 40 h. Potency, µM (series often up to 46.1 µM), for the others: at the highest dose activity change, negative = inhibition, hits mostly inhibitors. 1.1% of 220,000 active. AID 1688, 2009; further: potency means the concentration at half of the fitted maximal effect; on the % scale 0 is the no-effect control and ±100 the full control effect; nearly all actives have a fitted effect of over 60% in size
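Aggregate formation scored by laser-scanning cytometer (488 excitation, 500–530 emission) in lysed PC12 cells expressing Q103-GFP after 100 nM tebufenozide induction; library tested in dose series, with ATPLite reagent added in the multiplex.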
LMNA splice mod – qHTS Assay for Modulators of Lamin A Splicing. HeLa LMNA splicing GFP/RFP minigene ratio, 48 h. Potency, µM (doses to about 46.1 µM), for the others: at the top dose ratio change, negative = inhibition, usual class: inhibitors. 0.01% of 200,000 active. AID 1487, 2009; active means well fitted inhibition curve with a large enough effect in the signal ratio, with a control signal flat, not every such curve was filed as active; inconclusive means small, poorly fitted or top-dose-only effect, or effect the other way, or a change in a side signal; the % refers to the signal ratio; further: potency means the concentration at half of the fitted maximal effect; on the % scale 0 is the no-effect control and ±100 the full control effect
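Read-out is the ratio of GFP to DsRed2 object intensity, acquired by 488 nm laser-scanning cytometry on HeLa lamin A-EGFP minigene reporter cells. Compound incubation 48 hrs at 37 °C in Opti-MEM with 2% FBS; DMSO 0.5% final.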
aGlu spleen mod – qHTS Assay for Inhibitors and Activators of Human alpha-Glucosidase From Spleen Homogenate; Lysosomal alpha-glucosidase (Homo sapiens), P10253; Potency, µM (top dose mostly 79.9 µM), for inactives: at the top dose activity change, negative = inhibition, usual class: inhibitors; human spleen homogenate, 4-MU-alpha-glucoside fluorescence; 0.006% of 240,000 active;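 further: potency means the concentration at half of the fitted maximal effect; 0% = enzyme with vehicle and -100% = no enzyme basal signal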
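Human spleen homogenate (1 ug) incubated with compounds and 1 mM 4-methylumbelliferyl-alpha-D-glucopyranoside in pH 5.0 citrate/phosphate buffer, 37 C, 40 min. Stopped at pH 10; 4-MU fluorescence (Ex 365/Em 440 nm); AC50 by Hill fit.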
HTT ATP protect – qHTS Multiplex Assay to Identify Dual Action Probes in a Cell Model of Huntington: Cytoprotection (ATP). PC12 HTT-Q103 induced, cytoprotection, ATP luminescence, 40 h. Potency, µM (series often up to 56.4 µM), without a hit: cytoprotection (ATP increase), usual class: activators. 0.14% of 230,000 active;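 further: potency means the concentration at half of the fitted maximal effect; % of control where 0% means no effect; nearly all actives have a fitted effect of over 45% in size; toxic huntingtin expression switched on by the ecdysone agonist tebufenozide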
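Compounds were screened for protection of PC12 cells against cell death after tebufenozide induction (100 nM final) of mutant Huntingtin exon 1 (Q103) fused to GFP.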
GAA glycogen – qHTS Assay for Inhibitors and Activators of Human alpha-Glucosidase Cleavage of Glycogen; Lysosomal alpha-glucosidase (Homo sapiens), P10253; Potency, µM (titrated, usually from 76.4 µM), for inactives: at the highest dose activity change, negative = inhibition, usual class: inhibitors; 0.38% of 300,000 active; recombinant GAA, glycogen substrate, Amplex Red glucose oxidase fluorescence;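 further: potency means the concentration at half of the fitted maximal effect; 0% = full enzyme reaction and -100% = no-enzyme basal signal; the screen sought inhibitors and activators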
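Recombinant human alpha-glucosidase (4 nM final) hydrolysed bovine liver glycogen (30 ug) for 40 min at 37 C in pH 5.0 citrate/phosphate with 0.01% Tween-20. Released glucose detected by glucose oxidase/Amplex Red, Ex 573/Em 610 nm. Compounds up to 77 uM; AC50 from Hill fits.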
CBFb-RUNX1 inh – qHTS Assay for Compounds Blocking the Interaction Between CBF-beta and RUNX1 for the Treatment of Acute Myeloid Leukemia | Runt-related transcription factor 1 (Homo sapiens) + Core-binding factor subunit beta … | AlphaScreen CBFb-His/RUNX1-biotin binding, biochemical | Potency, µM (titrated, usually from 59.8 µM), inactives show top-dose activity, negative = inhibition, actives largely listed as inhibitors | 230,000 tested, under 10 active | AID 1477, 2009; further: % of control where 0% means no effect
Target sequence (Q01196 whole entry, looked up): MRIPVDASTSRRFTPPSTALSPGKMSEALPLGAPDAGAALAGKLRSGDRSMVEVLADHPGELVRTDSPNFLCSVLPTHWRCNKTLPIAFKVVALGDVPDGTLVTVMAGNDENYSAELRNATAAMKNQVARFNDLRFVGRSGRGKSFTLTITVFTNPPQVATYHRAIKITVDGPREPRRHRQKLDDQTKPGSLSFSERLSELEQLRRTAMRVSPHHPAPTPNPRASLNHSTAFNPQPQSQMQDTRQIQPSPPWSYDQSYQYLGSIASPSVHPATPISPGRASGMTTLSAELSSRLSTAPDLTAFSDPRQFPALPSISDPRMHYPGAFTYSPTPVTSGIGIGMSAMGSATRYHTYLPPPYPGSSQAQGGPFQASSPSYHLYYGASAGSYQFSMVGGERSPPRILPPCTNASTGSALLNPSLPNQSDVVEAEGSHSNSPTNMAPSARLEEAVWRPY
Target sequence (Q13951 whole entry, looked up): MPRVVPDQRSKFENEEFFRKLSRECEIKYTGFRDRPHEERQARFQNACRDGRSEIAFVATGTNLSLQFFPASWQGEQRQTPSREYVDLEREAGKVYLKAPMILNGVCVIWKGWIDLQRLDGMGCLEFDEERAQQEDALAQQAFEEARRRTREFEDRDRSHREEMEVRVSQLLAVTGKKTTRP
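Interaction loss through any mechanism counts as activity. Pre-formed complex of His-CBF-beta and biotin-RUNX1 (30 nM apiece) is incubated with compound 15 min, then with 50 ng nickel and 50 ng streptavidin beads for 90 min before AlphaScreen detection.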
GAA inhib – qHTS Assay for Inhibitors of Human alpha-Glucosidase as a Potential Chaperone Treatment of Pompe Disease; purified human GAA, 4-MU-alpha-glucoside fluorescence; Potency, µM (top dose mostly 76.9 µM), without a hit: at the top dose activity change, negative = inhibition, actives largely listed as inhibitors; 0.005% of 200,000 active;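 further: potency means the concentration at half of the fitted maximal effect; plate controls were uninhibited enzyme wells for no effect and no-enzyme background for full effect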
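Activity normalized between no-enzyme (basal) and enzyme-only wells. Conditions: 4 nM human enzyme, 400 uM fluorogenic substrate, citrate/phosphate pH 5.0 with Tween-20, 20 min room temperature, compounds up to 77 uM.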
* hit, by the source's call; ? = inconclusive; . = no result given; [ ] = another dose, or the depositor's remark. Unless noted, the call rests on the fitted dose curve; in most records, active means well fitted curve in the direction sought with a large enough effect; inconclusive means small, poorly fitted or top-dose-only effect, or another doubt; inactive means no such curve, though single readings can be large; an effect the other way counts as inactive or inconclusive.

SMILES	HTT aggregate	LMNA splice mod	aGlu spleen mod	HTT ATP protect	GAA glycogen	CBFb-RUNX1 inh	GAA inhib
Cc1cc(C)nc(N2CCC(C(=O)NNC(=O)Cc3ccccc3)CC2)n1	3%[9.22 µM]	.	-1%	-15%[10 µM]	-1%	10%	.
Cn1cccc1Cc1nnc(SCC(=O)N2CCCCCC2)n1-c1ccc(F)cc1	6%	7%	0%	0%	20%	-7%	-5%
Cc1cc(C)cc(N(CC(=O)Nc2c(C)n(C)n(-c3ccccc3)c2=O)S(C)(=O)=O)c1	12%	7%	-4%	-4%[10 µM]	8%	-2%	4%
COc1ccccc1CNC(=O)C(=O)NCC1OCCN1S(=O)(=O)c1cccs1 (stereo not drawn)	4%[9.22 µM]	.	0%	4%[10 µM]	-5%	-5%	.
Cc1c(C(=O)O)sc(S(=O)(=O)N2CCNCC2)c1C(=O)O	-2%[9.22 µM]	.	3%	10%[10 µM]	-11%	9%	-12%
CCOCCCNS(=O)(=O)c1ccc2c(c1)oc(=O)n2CC(=O)OCC	-3%	-7%	-1%	8%[10 µM]	-2%	8%	-4%
OCc1nc2ccccc2n1C/C=C/c1ccccc1	-10%	?	-1%	-10%	7%	10%	-13%
CCc1ccc(-c2cc(C(=O)NCCCn3ccnc3)c3ccccc3n2)s1	-16%[9.22 µM]	17%[46 µM]	17%	-2%[10 µM]	2%	-4%	?
CCC(=O)N1CCC(C(N)=O)(N2CCCCC2)CC1	-12%	.	-8%	-24%	8%	-8%	-3%
COC(=O)Cn1c(=NC(=O)c2ccc(Cl)s2)sc2cc(F)ccc21	4%	0%	2%	-9%[10 µM]	18%	-1%	11%
COc1ccc(CCNC(=O)c2ccc(CNc3c(N4CCOCC4)c(=O)c3=O)cc2)cc1OC	4%	-6%	1%	22%[10 µM]	-2%	23%	4%
COC(=O)c1ccc(NC(=O)CSCC(=O)OCC(=O)c2ccc(Br)cc2)cc1	15%	-7%	5%	12%	4%	8%	2%
O=C(CSc1nc2scc(-c3ccccc3)c2c(=O)[nH]1)N1CCCCC1	-4%	.	4%	.	-1%	5%	-2%
CCOC(=O)C1CCN(C(=O)CSc2ccccc2)CC1	10%	7%	-6%	1%	1%	2%	-2%
O=C(O)/C=C/c1cccc(NC(=O)c2ccccc2)c1	-18%[9.22 µM]	.	-4%	-14%[10 µM]	6%	6%	.
CCCCc1n[nH]c2c1/C(=N/OCC)CC(C)(C)C2	-29%[9.22 µM]	.	-13%	-12%[10 µM]	-23%	14%	.
C=CCSc1nnc(NC(=O)c2cccc(S(=O)(=O)N3CCOCC3)c2)s1	-16%	-9%	-8%	-17%	6%	-4%	?
C[C@H]1Cc2c(-c3ccccc3)nc3c(c2CO1)CN(C(=O)Nc1cccc(C#N)c1)CC3	.	-4%[9.22 µM]	6%[17.4 µM]	4%[10 µM]	.	4%[13.1 µM]	.
COc1ccccc1N1CCN(Cc2nc(N)nc(Nc3ccccc3)n2)CC1	-4%	-3%	-7%	-30%	-7%	-10%	0%
CCC1=NN(C(=O)C(=O)Nc2ccccc2OC)C(O)(C(F)(F)F)C1 (stereo not drawn)	-13%	?	-2%	15%	-3%	-4%	4%
O=S(=O)(NCCSc1nnnn1-c1ccccc1)c1cccs1	2%	-8%	-1%	-7%[0.074 µM]	-2%	8%	-1%
NS(=O)(=O)c1ccc(CCNC(=O)COC(=O)CCc2ccccc2)cc1	5%	?	-1%	8%	-2%	-4%	10%
CCN(CC)S(=O)(=O)c1ccc2c(c1)c(=O)c(C(=O)N1CCN(c3ccccc3)CC1)cn2C	-9%	-10%	4%	-2%[10 µM]	0%	0%	0%
CCCCOC(=O)c1sc2nc(C)cc(C)c2c1N	-7%[9.22 µM]	.	6%	-14%[10 µM]	-7%	?	.
c1ccc(-n2ncc3c(N4CCCCC4)ncnc32)cc1	-15%	-18%	0%	-124%[inhibitor]	5%	-9%	-9%[15.4 µM]
Cn1c(=O)c2cc(S(=O)(=O)NCCC(=O)Nc3ccc(F)cc3F)ccc2n(C)c1=O	14%	-5%[46 µM]	0%	-4%	0%	2%	-4%
O=C1C2C3C=CC(C3)C2C(=O)N1/N=C/c1cn(Cc2ccc(F)cc2)c2ccccc12 (stereo not drawn)	-24%	12%	0%	-21%	-3%	-5%	?
Cc1ccc(CNC(=O)CS(=O)Cc2nc(-c3ccccc3C)oc2C)cc1 (stereo not drawn)	29%	-3%	1%	-4%	-15%	-1%	-6%
C/C(=N/OC(=O)C1CC1c1ccccc1)c1ccccc1 (stereo not drawn)	-10%	11%[46 µM]	-3%	-55%[inhibitor]	-9%	?	1%
CCN1/C(=C\C=C2\C(=O)N(C)C(=S)N2C)Sc2ccccc21	-30%	1%[9.22 µM]	-26%	7%	3%	-13%	-6%

Structures from the list above that contain a COOH group:
SMILES	HTT aggregate	LMNA splice mod	aGlu spleen mod	HTT ATP protect	GAA glycogen	CBFb-RUNX1 inh	GAA inhib
Cc1c(C(=O)O)sc(S(=O)(=O)N2CCNCC2)c1C(=O)O	-2%[9.22 µM]	.	3%	10%[10 µM]	-11%	9%	-12%
O=C(O)/C=C/c1cccc(NC(=O)c2ccccc2)c1	-18%[9.22 µM]	.	-4%	-14%[10 µM]	6%	6%	.

(cont.)
SMILES	HTT aggregate	LMNA splice mod	aGlu spleen mod	HTT ATP protect	GAA glycogen	CBFb-RUNX1 inh	GAA inhib
CC(=O)/C(C#N)=C1\NC(=O)C(Cc2ccc(C)c(Cl)c2)S1 (stereo not drawn)	10%[9.22 µM]	.	0%	-14%[10 µM]	-2%	5%	.
Cc1cccc2cc(CN(Cc3ccco3)C(=O)Nc3cccc(C#N)c3)c(Cl)nc12	-27%	-8%	-9%	-52%[inhibitor]	-4%	-6%	-11%
CCCC(C)NC(=O)COC(=O)c1cc(Br)c(Br)s1 (stereo not drawn)	8%	.	4%	15%[10 µM]	-21%	4%	2%
NC(=S)N/N=C/c1coc2cc(Cl)ccc2c1=O	-19%	-2%	2%	13%[10 µM]	?	-5%	-3%
CC(=O)c1c(C(C)=O)c(C)n(NC(=O)c2ccccc2Cl)c1C	-29%	-11%	-5%	1%	1%	4%	-1%
CC1CC(OC(=O)C(O)c2ccccc2)CC(C)(C)N1C (stereo not drawn)	1%[9.22 µM]	?	6%	2%[10 µM]	-1%	7%	-3%[15.4 µM]
Cc1nc2ccc(N=NC3=C(O)CC(C)(C)CC3=O)cc2s1	32%	-5%	-1%	.	7%	-13%	-6%
COc1ccc(-n2nc(C(=O)NCC(=O)NCC3CCCO3)c3ccccc3c2=O)cc1Cl (stereo not drawn)	-4%	3%	-4%	-35%	8%	2%	2%
CCCS/C(N)=N/N=C/c1ccccc1O	?	-4%	5%	-51%[inhibitor][10 µM]	-4%	1%	-14%
COC(=O)CCCNC(=O)CC1C(=O)NCCN1Cc1ccoc1 (stereo not drawn)	-3%[9.22 µM]	.	8%	2%[10 µM]	-14%	7%	.
Cc1ccccc1CNS(=O)(=O)c1ccc2c(c1)OCCO2	0%	-5%	-1%	18%[10 µM]	-4%	4%	-6%
O=C(CN1C(=O)NC2(CCCCC2)C1=O)Nc1cccc(S(=O)(=O)N2CCOCC2)c1	13%[9.22 µM]	.	4%	2%[10 µM]	0%	4%	.
Cc1cc(C)cc(NC(=O)N2CCCCCCC2)c1	-3%	-5%[46 µM]	-2%	-9%	8%	2%	4%
CCN1CCCC1CNC(=O)c1cc(OC)c(OC)c(OC)c1 (stereo not drawn)	13%	5%	-2%	28%	14%	3%	4%
COC(=O)c1sccc1NC(=O)CSc1ccccc1NS(=O)(=O)c1ccccc1Cl	2%	-12%	0%	7%[10 µM]	-7%	8%	?
COc1ccc(C(=O)C[n+]2ccc(N(C)C)cc2)cc1	-10%[9.22 µM]	.	1%	29%[10 µM]	3%	5%	.
CCCCCCCCCCS(=O)(=O)N/N=C/c1ccc(O)cc1	15%	?	-8%	16%[10 µM]	-27%	2%	-3%
O=C(CSc1nc2ccsc2c(=O)n1-c1ccccc1)N1CCCC1	20%	-9%	-12%	11%[10 µM]	2%	4%	6%
COc1ccc(OC/C(O)=C(\C#N)c2nc3ccccc3[nH]2)cc1	-4%	0%	-2%	7%[10 µM]	4%	10%	-2%
COc1ccc(-n2nnc3c(SCC(=O)c4ccccc4)ncnc32)cc1	29%	-6%	0%	-22%	2%	1%	-5%
Cc1cn(C(=O)c2cccc(Br)c2)c(C)n1	18%	11%	6%	-11%	12%	6%	-5%
Cc1ccc(N2C(=O)c3cccc4c(N5CCN(C)CC5)ccc(c34)C2=O)c2cccnc12	0%	?	-8%	24%[10 µM]	7%	11%	?
CCOc1cccc(C2c3c(oc4cc(C)c(C)cc4c3=O)C(=O)N2CCCN(C)C)c1 (stereo not drawn)	-4%	1%	-1%	-9%	-1%	-1%	-10%
CCN(CC)S(=O)(=O)c1ccc(C(=O)Nc2nnc(CSC)o2)cc1	?	-16%[46 µM]	.	-8%	3%	-12%	1%
O=C1[C@H]2[C@H]3[C@H](O)[C@H](O)C/C(=N/OC[C@@H](O)COCc4ccco4)[C@H]3CC[C@@H]2C(=O)N1Cc1ccccc1	.	.	3%[17.4 µM]	-10%[10 µM]	.	13%[13.1 µM]	.
Cc1ccc(Nc2nc(N)nc(CSc3nc(C)cc(C)n3)n2)cc1	26%	8%	-3%	-13%	8%	5%	-5%
O=c1c2c(nc3nc(Cc4ccccc4)[nH]n13)CCC2	-1%	3%	-6%	-18%[0.074 µM]	0%	6%	-2%
Cc1ccc(NC(=O)CCC(=O)OCC(=O)c2ccc(-c3ccccc3)cc2)cc1	-5%	?	10%	-17%	0%	-7%	-6%[15.4 µM]

Screening results deposited in PubChem BioAssay by National Center for Advancing Translational Sciences (NCATS).

Compounds as they come. Share with any hit: about 1.5%.
